GPR35 arrestin U2OS: inhibition of zaprinast-stimulated GPR35 beta-arrestin translocation – imaging, U2OS, beta-arrestin-GFP, zaprinast agonist, primary screen (AID 2058). U2OS GPR35 beta-arrestin-GFP translocation imaging, zaprinast antagonism; higher % means a stronger effect. inhibition, % at 10 µM; hits with a dose series show IC50 in µM. 0.052% of 290,000 active;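 active = inhibition of at least 50% with at least 30 cells and total cytoplasm GFP at most 10,000,000; inconclusive = under 30 cells or total GFP of 10,000,000 plus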
KOR beta-arrestin-1: kappa opioid receptor activators – cell-based, luminescence, uHTS, primary screen (AID 1777); KOR beta-arrestin recruitment, luminescence; higher % means a stronger effect; activation, % at 10 µM; hits with a dose series show EC50 in µM; 0.02% of 280,000 active; in the data active = activation above about 50%, passing the limit was not always enough; also: a part of the inactive calls stands beside numbers as strong as those of hits
GPR55 beta-arrestin: GPR55 agonists via beta-arrestin recruitment, primary screen, imaging, U2OS cells, beta-arrestin-GFP redistribution (AID 1961). U2OS GPR55 beta-arrestin-GFP redistribution imaging; higher % means a stronger effect. activation, % at 10 µM; hits with a dose series show EC50 in µM. 0.048% of 290,000 active;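 active = activation above 40% with more than 50 cells counted in the well; inconclusive = wells holding fewer than 50 cells, flagged as toxic or sparse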;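 also: U2OS osteosarcoma cells stably expressing GPR55 and beta-arrestin-GFP; plate controls were DMSO negative control for no effect and LPI positive control for full effect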
West Nile virus CPE: West Nile virus antiviral activity, cell-based, CPE readout (AID 1621); West Nile virus-infected cells, CPE inhibition; higher % means a stronger effect; one-dose CPE inhibition, % at 10 µM; IC50 in µM for titrated hits; 0.02% of 290,000 active; in the data active = a potency from the dose series; inconclusive = CPE inhibition mostly from about 3.7% at the one dose, without a potency; inactive = the rest, 99 in 100 with CPE inhibition below about 2.2%; also: strong numbers were not always called active
GPR55 antagonists: GPR55 antagonists blocking LPI-driven arrestin recruitment, primary screen, imaging, U2OS, beta-arrestin-GFP, LPI agonist (AID 2013); U2OS GPR55 beta-arrestin-GFP translocation imaging, LPI antagonism; higher % means a stronger effect; one-dose inhibition, % at 10 µM; IC50 in µM for titrated hits; 0.13% of 290,000 active;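 active = spots per cell inhibited over 60%, with over 100 cells counted and total cytoplasm intensity under 500,000; inconclusive = wells with under 100 cells, flagged as likely toxic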;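 also: U2OS cells stably carrying GPR55 and arrestin-GFP stimulated by 5 µM LPI near EC80; imaged beta-arrestin-GFP aggregate spots per cell after agonist stimulation; plate controls were LPI-stimulated DMSO wells for no effect and DMSO wells without LPI for full effect; some results filed as inactive read as strong as hits; confirmed hits need IC50 under 10 µM and bright autofluorescent wells are also inconclusive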
KOR beta-arrestin-2: KOR antagonists, beta-arrestin recruitment, cell-based, luminescence, uHTS (AID 1778) | one-dose inhibition, % at 10 µM; IC50 in µM for titrated hits | KOR beta-arrestin recruitment, luminescence, antagonist mode; higher % means a stronger effect | 0.091% of 290,000 active; in the data active = inhibition above about 50%; also: strong numbers were not always called active
HIV peptide binding: cell-free HIV fusion peptide-binding blockers – biochemical, uHTS, fluorescence dequenching, primary screen (AID 1986). cell-free peptide binding, fluorescence dequenching, 30 min; higher % means a stronger effect. inhibition, % at 20 µM, or IC50 in µM where a hit was titrated. 0.3% of 290,000 active; in the data active = inhibition mostly above about 52%, no sharp cut-off; inactive = mostly below about 76%; also: some results filed as inactive read as strong as hits
Dengue-2 NS5 capping: Dengue-2 NS5 methyltransferase inhibitors, primary screen, biochemical, confirmation dose response (AID 588689). Dengue-2 NS5 methyltransferase capping enzyme assay, biochemical; higher % means a stronger effect. 0.3% of 340,000 active. inhibition, % at 25 µM; hits with a dose series show IC50 in µM; in the data active = a potency from the dose series; inconclusive = inhibition above about 29% without an active follow-up result
NOD1 inhibition: inhibition of NOD1-driven NF-kB reporter – cell-based, luminescence, uHTS, primary screen (AID 1578). NOD1-driven NF-kB luciferase reporter cells, luminescence; higher % means a stronger effect. inhibition, % at 4 µM, or EC50 in µM where a hit was titrated. 1% of 290,000 active; in the data active = inhibition mostly above about 36%, no sharp cut-off; inactive = mostly below about 34%;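 also: HEK-293T reporter cells stimulated with the NOD1 agonist gamma-tri-DAP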
Dengue-2 NS5 capping pilot replicate: also measured in Dengue-2 NS5 capping; calls as there; inhibition, %; measured here: pilot screen replicate inhibition
Numbers without * were called inactive; ? = inconclusive; / = no result given; [ ] = remark or other dose. Not all compounds are listed; rates above refer to the full screens.

SMILES	GPR35 arrestin U2OS	KOR beta-arrestin-1	GPR55 beta-arrestin	West Nile virus CPE	GPR55 antagonists	KOR beta-arrestin-2	HIV peptide binding	Dengue-2 NS5 capping	NOD1 inhibition	others
COc1ccccc1C(=O)N(CCN(C)C)c1nc2cc(C)cc(C)c2s1	-1%	-3.7%	-0.2%	-1.1%	14%	10%	-0.4%	-9%	-12%
c1csc(CSc2nc3ccccc3s2)c1	6%	0.9%	0.3%	0.0%	-9%	-13%	1.3%	3%	-66%
CCOC(=O)N1CCN(C(=O)c2ccccc2NC(=O)c2ccc(Br)cc2)CC1	8%	-2.2%	-0.2%	-1.0%	8%	13%	-1.4%	-12%	-22%
CCCC(C(=O)NCc1ccco1)N(C(=O)CNS(=O)(=O)c1ccc(Cl)cc1)C1CCCC1 (centres undefined)	-1%	0.6%	-0.1%	-0.5%	2%	6%	4.2%	-5%	-26%
COc1ccc(NC(NC(=O)c2cccnc2)C(Cl)(Cl)Cl)cc1 (centres undefined)	-13%	-3.7%	-0.1%	1.3%	2%	-19%	-2.2%	/	-9%
O=C(NCc1ccc(F)cc1)c1ccc(CS(=O)(=O)Cc2ccccc2F)o1	17%	-1.2%	-0.1%	-0.6%	-4%	-41%	2.3%	2%	12%
COC(=O)c1sc(NC(=O)C2CCCCC2C(=O)O)c(C(=O)OC)c1C (centres undefined)	2%	3.2%	-0.2%	0.5%	3%	12%	-2.9%	0%	3%
Cc1cc(C(C)(C)C)cc(S(=O)(=O)NCC(=O)O)c1C	-7%	-2.6%	-0.1%	0.6%	6%	-1%	-0.4%	0%	10%
CN1CCN(C(=O)C2=C[C@H](c3ccccc3)C[C@H](OCc3ccc(CO)cc3)O2)CC1	-9%	-3.8%	0.1%	0.0%	17%	4%	-0.7%	-1%	-20%
CCn1c(O)c(C=NCc2cccs2)c(=O)n(CC)c1=S	-4%	-5.2%	0.2%	-0.1%	10%	-1%	-0.3%	-6%	-6%
COc1cccc(-c2cc(C(=O)N3CCN(c4ccccc4OC)CC3)no2)c1	-6%	-6.0%	-0.3%	-0.1%	-17%	2%	0.3%	-6%	21%
COc1ccc(CNC(=O)c2ccc(C(C)(C)C)cc2)cc1	3%	13%	-0.2%	-0.3%	-7%	-1%[20 µM]	-0.7%	-3%	-25%
CC(C)C(=O)N=C1NC(=O)CS1	7%	-1.5%	-0.2%	0.0%	-3%	10%	-0.9%	1%	-27%
CCOc1cc(/C=C/c2cccc[n+]2C)ccc1OCC(=O)Nc1ccc(C)cc1	-9%	-0.1%	-0.2%	-0.3%	10%	8%	-2.0%	-8%	26%
C=CCn1c(SCC(=O)Nc2ccc3c(c2)OCO3)nnc1-c1ccccc1OC	18%	4.9%	-0.2%	-0.1%	2%	-2%	2.5%	-5%	-9%
COc1ccc(CC(=O)N(C)CC(=O)Nc2ccccc2SC)cc1	-23%	-0.7%	0.3%	-0.2%	5%	-27%	3.4%	-4%	15%
Cc1cccc(S(=O)Cc2ccc(C(=O)NC3CCN(Cc4ccccc4)CC3)o2)c1 (centres undefined)	8%	-5.0%	-0.1%	0.7%	0%	5%	-1.8%	-7%	2%
COc1ccc(Cl)cc1NC(=O)CCS(=O)(=O)c1ccc(C)cc1	4%	-1.4%	0.0%	-1.1%	10%	-17%	-0.7%	-6%	5%
CN(C)C(=O)CCC(=O)N1CCCC(N2CCN(c3cccc(C(F)(F)F)c3)CC2)C1 (centres undefined)	2%	-0.6%	-0.1%	-1.2%	8%	4%	0.3%	2%	-10%
CCOC(=O)CC(=O)c1sc2c(c1N)c(=O)[nH]c(=O)n2-c1ccc(OC)cc1	1%	0.2%	0.0%	1.5%	7%	-7%	-0.1%	-5%	-13%
CCc1nnc(NC(=O)CSc2nnc3nc(C)cc(C)n23)s1	7%	3.4%	0.6%	0.6%	2%	0%	0.1%	-9%	-36%
COCCNC(=O)/C(C#N)=C/c1cccc(NC(=O)c2ccccc2Cl)c1	-4%	1.1%	0.7%	-0.1%	17%	4%	1.7%	-16%	-23%
CCc1ccccc1N1C(=O)C(Cl)=C(N2CCOCC2)C1=O	9%	0.7%	-0.2%	0.0%	2%	-22%[20 µM]	1.9%	83µM*	-13%
O=C1/C(=C/c2ccccn2)SC(=S)N1NS(=O)(=O)c1ccccc1	3%	-6.0%	-0.4%	1.4%	5%	22%	5.5%	9%	-26%
Cc1cccc(C)c1OCC(=O)Nc1ccc(N2CCOCC2)cc1	21%	1.3%	0.1%	-0.7%	5%	-13%	0.5%	-2%	-14%
Fc1ccc(-c2nc3n(n2)Cc2ccccc2-3)cc1	5%	-0.5%	0.2%	-0.1%	-4%	19%	2.0%	6%	/
COc1ccc(-c2csc3ncnc(N4CCN(CCO)CC4)c23)cc1	-7%	-4.9%	0.0%	-0.8%	7%	0%	1.5%	5%	5%
O=C(Nc1nccs1)C1CCN(S(=O)(=O)c2cccnc2)CC1	19%	3.2%	-0.2%	-0.1%	0%	12%	1.3%	-1%	-30%
CCC(CC)c1nc(C#N)c(NCc2ccccc2)o1	43%	3.4%	0.4%	-0.3%	4%	32%	0.3%	-6%	18%
O=C(NNC(=S)NCCc1ccccc1)c1ccc(Br)s1	-31%	-3.5%	-0.1%	0.6%	-6%	-33%	3.6%	4%	-27%
O=C(c1ccc(Br)o1)N1CCN(Cc2ccccc2Cl)CC1	-4%	6.0%	-0.2%	-1.2%	3%	6%[20 µM]	1.9%	1%	7%	Dengue-2 NS5 capping pilot replicate=-0.3
Cn1c(=O)c(-c2ccccc2[N+](=O)[O-])c(Cl)c2ccccc21	12%	0.5%	0.2%	-0.1%	3%	-11%	-1.5%	3%	-40%
CCSc1nnc(NC(=O)C2(C)Cc3ccccc3C(=O)O2)s1 (centres undefined)	15%	-0.5%	1.5%	-0.3%	-7%	12%	1.7%	0%	-19%
O=c1nc2sc3ccccc3n2c(=O)n1-c1ccc(Cl)cc1	1%	-1.0%	0.5%	-1.3%	-2%	3%[20 µM]	1.2%	0%	20%
Cc1cc(NC(=O)c2cccc(S(=O)(=O)N3CCOCC3)c2)c2ccccc2n1	-14%	4.7%	-0.1%	-0.5%	-11%	23%	-1.8%	-2%	2%
CCOC(=O)C(NC(=O)Nc1ccc(F)cc1)(OCC)C(F)(F)F (centres undefined)	3%	0.4%	-0.2%	-0.1%	10%	25%	-0.6%	/	-28%

A draw from above in order of SMILES length, high to low.
SMILES	GPR35 arrestin U2OS	KOR beta-arrestin-1	GPR55 beta-arrestin	West Nile virus CPE	GPR55 antagonists	KOR beta-arrestin-2	HIV peptide binding	Dengue-2 NS5 capping	NOD1 inhibition	others
COc1ccc(-c2csc3ncnc(N4CCN(CCO)CC4)c23)cc1	-7%	-4.9%	0.0%	-0.8%	7%	0%	1.5%	5%	5%
CCSc1nnc(NC(=O)C2(C)Cc3ccccc3C(=O)O2)s1 (centres undefined)	15%	-0.5%	1.5%	-0.3%	-7%	12%	1.7%	0%	-19%
O=C(c1ccc(Br)o1)N1CCN(Cc2ccccc2Cl)CC1	-4%	6.0%	-0.2%	-1.2%	3%	6%[20 µM]	1.9%	1%	7%	Dengue-2 NS5 capping pilot replicate=-0.3
Fc1ccc(-c2nc3n(n2)Cc2ccccc2-3)cc1	5%	-0.5%	0.2%	-0.1%	-4%	19%	2.0%	6%	/
CCC(CC)c1nc(C#N)c(NCc2ccccc2)o1	43%	3.4%	0.4%	-0.3%	4%	32%	0.3%	-6%	18%

Remaining list, next part
SMILES	GPR35 arrestin U2OS	KOR beta-arrestin-1	GPR55 beta-arrestin	West Nile virus CPE	GPR55 antagonists	KOR beta-arrestin-2	HIV peptide binding	Dengue-2 NS5 capping	NOD1 inhibition	others
CCC(C)(C)n1nnnc1C(C(C)C)N1CCN(C(=O)c2ccco2)CC1 (centres undefined)	3%	0.3%	1.9%	-0.6%	14%	7%	0.6%	-4%	-3%
COc1ccc(CCNC(=O)CSCc2c(F)cccc2Cl)cc1OC	-1%	-4.5%	-0.1%	1.1%	-10%	-50%[20 µM]	0.2%	-10%	-22%
c1ccc(C2=Nn3c(nnc3-c3cccs3)SC2)cc1	-13%	-1.6%	-0.2%	-0.4%	4%	32%	1.0%	-4%	-8%
O=C(CN1C(=O)CSCC1=O)Nc1ccc2c(c1)OCO2	-2%	-4.7%	-0.6%	1.2%	-21%	30%	3.4%	-4%	-17%
CCN(CC)C(=O)N1CCC(NC(=O)Cc2ccccc2)CC1	21%	1.1%	0.3%	0.5%	10%	0%	2.5%	6%	-18%
CCCCCn1c(=S)[nH]c2cc(C(=O)N3CCN(C(=O)OCC)CC3)ccc2c1=O	-6%	-2.8%	?	-1.2%	-9%	-13%	2.9%	-6%	-3%
CCOC(=O)Cc1nn(Cc2nc(-c3ccc(C#N)cc3)cs2)c(=O)c2ccccc12	10%	4.5%	0.1%	-1.2%	9%	-15%	3.7%	2%	20%
CS(=O)(=O)c1ccc2nc(NC(=O)C3CC(=O)N(c4ccc(F)cc4)C3)sc2c1 (centres undefined)	3%	-0.6%	0.3%	0.5%	-6%	10%	5.4%	-2%	-10%
CC1(C)CN(c2ccc(C(=O)c3ccccc3)cc2)C1=O	-10%	-3.1%	-0.3%	0.2%	-6%	-7%	-1.5%	-4%	-27%
O=C(NCCCN1CCOCC1)C(=O)NCc1ccc(Cl)cc1	0%	/	0.2%	-0.5%	6%	-19%[20 µM]	-0.6%	2%	-18%
COc1cc(Cl)c(NS(=O)(=O)c2cc3[nH]c(=O)c(=O)[nH]c3cc2C)c(OC)c1	10%	-0.5%	0.5%	0.7%	13%	29%[20 µM]	-1.3%	13%	-28%
CC(Cc1ccsc1)NC(=O)CCc1nnc(COc2ccccc2)o1 (centres undefined)	7%	/	-0.1%	-0.2%	2%	-21%[20 µM]	0.0%	-12%	-49%
O=C(c1ccc2c(c1)OCO2)C1CCCN(Cc2cn[nH]c2-c2ccccc2)C1 (centres undefined)	1%	-2.1%	0.2%	-0.5%	1%	14%	1.0%	-7%	-23%
COc1ccccc1CNn1c(-c2cccc(C)c2)nc2ccccc2c1=O	6%	/	0.0%	0.5%	-4%	13%	-3.5%	0%	25%
C=C1C(C(=O)N2CCOCC2)C1C(=O)N1CCOCC1 (centres undefined)	3%	-4.9%	0.2%	0.0%	/	23%	-0.6%	-3%	6%
Nc1nonc1C(=O)OCC(=O)N1CCCCC1	9%	-7.8%	-0.2%	-0.4%	-1%	/	-1.9%	/	5%

High-throughput results (PubChem)
